RTF Ca sens inh: cardiac RTF calcium desensitization; IANBD-labeled cardiac RTF, Ca2+ fluorescence; inhibition, % at 7.15 µM; hit rate 0.12% among 340,000; AID 493244;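 active means inhibition above the mean inhibition of all tested compounds plus 3 SD, cut at about 17% in these data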;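 further: assay run at fixed EC70 calcium of 1.6 mM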
PvdQ inh: blocks Pseudomonas aeruginosa PvdQ acylase activity | purified PvdQ acylase, fluorescence plate reader | inhibition, % at 10 µM | hit rate 0.063% among 340,000 | AID 488965; in the data active means inhibition above about 30%, passing the limit was not always enough;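 further: 0% = vehicle neutral wells and 100% = reference inhibitor wells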
DAGLB inhibitor: diacylglycerol lipase beta (human) inhibition; inhibition, % at 5.17 µM; Q8NCG7; hit rate 0.059% among 340,000; HEK293T DAGLB membrane lysate, EnzChek fluorogenic substrate; in the data active means inhibition above about 34%;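 further: 0% = enzyme with vehicle and 100% = wells lacking enzyme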
C-LANA FP: KSHV C-LANA DNA binding inhibition; inhibition, % at 9 µM; MBP-C-LANA/FAM-LBS DNA binding, fluorescence polarization; hit rate 0.078% among 340,000;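 active means highest replicate inhibition at or above 60% at 9 µM, even if other replicates fall short; inactive means all replicates below 60% inhibition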;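 further: 0% = neutral control wells and 100% = 4 µM acridine orange control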
Keap1-Nrf2 PPI: inhibitors of human Keap1-Nrf2 protein-protein interaction; AID 504523; Keap1 Kelch-Nrf2 peptide fluorescence polarization, 1536-well; inhibition, % at 9.4 µM; Q14145; hit rate 0.15% among 340,000; in the data active means inhibition above about 12%;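 further: human Keap1 Kelch domain with fluorescein labeled Nrf2 9mer peptide probe; 0% = neutral control wells and 100% = peptide positive control; higher means more block of Keap1 binding to Nrf2 peptide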
Target sequence (Q14145 whole entry, looked up, the tested form may be a part): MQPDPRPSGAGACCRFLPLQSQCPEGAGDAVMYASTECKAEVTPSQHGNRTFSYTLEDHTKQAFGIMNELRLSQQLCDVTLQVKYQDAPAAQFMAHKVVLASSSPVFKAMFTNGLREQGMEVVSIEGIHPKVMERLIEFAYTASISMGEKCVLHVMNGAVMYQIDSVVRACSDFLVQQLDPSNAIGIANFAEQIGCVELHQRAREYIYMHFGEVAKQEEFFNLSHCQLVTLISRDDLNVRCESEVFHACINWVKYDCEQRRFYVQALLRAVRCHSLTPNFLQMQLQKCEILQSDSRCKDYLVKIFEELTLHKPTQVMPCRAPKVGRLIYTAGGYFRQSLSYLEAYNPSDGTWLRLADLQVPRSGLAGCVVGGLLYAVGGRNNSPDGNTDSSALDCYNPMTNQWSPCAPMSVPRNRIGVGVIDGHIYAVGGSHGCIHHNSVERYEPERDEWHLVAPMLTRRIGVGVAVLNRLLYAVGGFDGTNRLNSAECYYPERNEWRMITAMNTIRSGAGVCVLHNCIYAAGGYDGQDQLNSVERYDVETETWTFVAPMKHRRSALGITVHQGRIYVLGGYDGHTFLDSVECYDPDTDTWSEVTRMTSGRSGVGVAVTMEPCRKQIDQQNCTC
SR-BI DiI-HDL act: enhances SR-BI lipid uptake from DiI-HDL | activation, % at 12.5 µM | hit rate 0.096% among 320,000 | AID 504775 | CHO ldlA[mSR-BI] cells, DiI-HDL uptake fluorescence, 3 h; 100 = double the neutral-control signal;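 active means mean replicate activation of at least 60% and every replicate at or above 60%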;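 further: 0% = median plate neutral-control signal and 100% = twice that signal; values of inactives mirror those of a sister screen read the other way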
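Material – SR-BI-overexpressing, LDLR-lacking CHO cells · Medium – BSA-supplemented, HEPES-buffered Ham's F12, pH 7.4 · Doses – single concentration · Times – compound with DiI-HDL co-incubation, 3 h at 37 °C · Measured by – bottom-read fluorescence, 550/595 nm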
Arr AP2 block: inhibitors of human beta-arrestin and AP2 interaction. FITC-arrestin peptide / GST-AP2 beads, flow cytometry; AP2 beta2 appendage carries R879A mutation. inhibition, % at 10 µM. hit rate 0.31% among 340,000. AID 504490;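 active means inhibition above a set limit, near 3 SD of compounds lacking own fluorescence, cut at about 54% in these data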;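 further: plate controls were DMSO wells for no effect and 5 µM unlabelled arrestin peptide for full effect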
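Test system: GST-tagged AP2 beta2-adaptin appendage (R879A) on 4 µm glutathione beads; also added: fluorescein-tagged arrestin peptide at 50 nM final; timing: 12 min plus 1 h, RT; signal: flow cytometry, FL1 (488/535 nm); read-out: percent drop in bead-associated FITC signal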
PKA-R2B activ: activators of human PKA-R2B complex | P22694+P31323 | PKA-R2B holoenzyme dissociation, Cy5-IP20 fluorescence polarization; R2B truncated from residue 108, S112A mutant; 0% DMSO only, 100% 113 µM cGMP | activation, % at 11.4 µM | hit rate 0.079% among 340,000 | AID 504700;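 active means activation above a cutoff set at the mean over all compounds plus 3 SD, cut at about 18% in these data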;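 further: higher means more holoenzyme dissociation and a rise in polarization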
NSD2 inh: inhibitors of human histone methyltransferase NSD2; O96028; NSD2 peptide methylation, AlphaScreen, 120 min; inhibition, % at 12.5 µM; hit rate 0.54% among 310,000; AID 743445; in the data active means inhibition above about 50%
SR-BI DiI inh: mouse SR-BI HDL lipid transfer inhibition; Q61009; hit rate 0.96% among 320,000; AID 488896; inhibition, % at 12.5 µM; ldlA[mSR-BI] CHO cells, DiI-HDL uptake fluorescence, 3 h;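 active means mean replicate inhibition of at least 70% and a set share of replicates each scoring 70 or more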;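 further: 0% = median of neutral control wells and 100% = median of positive control wells; values of inactives mirror those of a sister screen read the other way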
Target sequence (Q61009 whole entry, looked up): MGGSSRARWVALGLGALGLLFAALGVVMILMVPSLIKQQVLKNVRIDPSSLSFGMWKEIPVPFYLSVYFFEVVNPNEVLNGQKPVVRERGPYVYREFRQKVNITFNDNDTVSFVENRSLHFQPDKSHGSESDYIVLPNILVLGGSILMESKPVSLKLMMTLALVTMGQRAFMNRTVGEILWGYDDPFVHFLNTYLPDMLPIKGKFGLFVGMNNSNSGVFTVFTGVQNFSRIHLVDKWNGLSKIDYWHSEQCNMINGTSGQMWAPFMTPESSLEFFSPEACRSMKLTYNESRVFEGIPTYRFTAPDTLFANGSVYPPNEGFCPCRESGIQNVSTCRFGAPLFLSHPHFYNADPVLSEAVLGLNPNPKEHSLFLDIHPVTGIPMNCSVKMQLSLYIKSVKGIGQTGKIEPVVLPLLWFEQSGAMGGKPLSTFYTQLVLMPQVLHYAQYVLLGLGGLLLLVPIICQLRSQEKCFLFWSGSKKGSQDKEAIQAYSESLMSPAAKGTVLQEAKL
The depositor's hits bear a star; . = no result given.

SMILES | RTF Ca sens inh | PvdQ inh | DAGLB inhibitor | C-LANA FP | Keap1-Nrf2 PPI | SR-BI DiI-HDL act | Arr AP2 block | PKA-R2B activ | NSD2 inh | SR-BI DiI inh
CCOC(=O)c1cccc(NC(=O)N2CCOCC2)c1 | 9 | 18 | -1 | -0.1 | 3 | 3 | 8 | -7 | 1 | -3
Cc1nnc(SCCN2CCOCC2)c2nn(-c3ccccc3F)c(C)c12 | -5 | -9 | -2 | 9.2 | -10 | 26 | -10 | 4 | 3 | -26
O=C(COC(=O)c1ccco1)Nc1ccc(Br)cc1 | -15 | -3 | 1 | -0.4 | 1 | -11 | 9 | -3 | -1 | 11
c1cn2cc(CN3CCOCC3)nc2s1 | -4 | 1 | 0 | -0.2 | 0 | 11 | 15 | 2 | . | -11
CCCC(C)n1[nH]c(=O)cc1N (configuration not stated) | 4 | -6 | -3 | -0.8 | 0 | 6 | -2 | -11 | 2 | -6
O=C(N/N=C/c1ccc([N+](=O)[O-])o1)C1CCCC1 | 0 | -8 | -3 | -1.6 | 3 | 60 | 4 | -10 | 6 | -60
Cc1ccnc(NS(=O)(=O)c2ccc(N3C(=O)c4c(Cl)c(Cl)c(Cl)c(Cl)c4C3=O)cc2)n1 | -4 | -9 | 4 | 1.4 | 2 | 3 | -2 | -2 | 0 | -3
COc1ccccc1N1CCN(S(=O)(=O)CCNC(=O)C2CC(=O)N(c3ccccc3)C2)CC1 (configuration not stated) | -2 | -3 | 0 | -1.4 | -2 | -2 | -1 | 4 | 0 | 2
CCCS(=O)(=O)N1CCCC(C(=O)N2CCC(Cc3ccccc3)CC2)C1 (configuration not stated) | -2 | -14 | -1 | -1.0 | -3 | -3 | 2 | 10 | . | 3
COc1ccccc1NC(=S)NCc1ccccc1Cl | 1 | -7 | -3 | 1.3 | 1 | -28 | -12 | 1 | -2 | 28
CN1CCN(S(=O)(=O)c2ccc(NC(=O)c3ccc(F)cc3Cl)cc2)CC1 | 6 | -2 | -2 | 1.1 | -4 | 4 | 17 | -4 | 0 | -4
CCn1c(-c2nn(C)cc2Cl)n[nH]c1=S | 1 | 0 | 1 | 1.3 | -3 | 0 | -3 | -19 | -1 | 0
O=C(CCCc1cccs1)Nc1nccs1 | -7 | 8 | 0 | -1.2 | -5 | 3 | 17 | 5 | 3 | -3
Cc1cc(Cl)ccc1OCC(=O)NCCCCc1ccccc1 | -4 | 5 | -15 | 0.9 | 2 | 34 | 10 | -3 | -5 | -34
CC(=O)COc1ccc2c3c(c(=O)oc2c1)CCCC3 | -6 | -17 | -5 | -1.1 | -1 | 9 | -4 | 5 | -3 | -9
NC(=O)NC(=O)CSc1nc(-c2ccccc2)c(-c2ccccc2)n1CC1CCCO1 (configuration not stated) | -3 | -1 | 2 | -1.3 | 2 | -9 | 1 | 0 | 14 | 9
CCCNC(=O)c1n[nH]c(=O)c2ccccc12 | -5 | -7 | -1 | 1.1 | 2 | 5 | -8 | -13 | -1 | -5
COc1ccc(N2CC(C(=O)N3CCN(S(=O)(=O)c4ccc(F)c(F)c4)CC3)CC2=O)c(OC)c1 (configuration not stated) | -11 | -13 | 1 | -0.2 | 1 | 4 | -13 | 2 | 1 | -4
CCCCn1nc(C(=O)Nc2ccc(S(=O)(=O)Nc3ncccn3)cc2)c2ccccc2c1=O | -5 | -16 | 3 | 4.7 | -1 | 14 | 10 | -18 | 4 | -14
CN(CC(=O)Nc1ccc(Cl)c(S(=O)(=O)N(C)C)c1)Cc1ccccc1 | 17 | -8 | -1 | 0.4 | 0 | -36 | 11 | -1 | -4 | 36
O=C(CSc1nc2ccccc2c(=O)n1-c1cccc(C(F)(F)F)c1)NC1CC1 | 4 | 5 | 0 | 1.2 | 1 | 5 | 8 | 6 | 0 | -5
CC1=Nc2ccccc2N=C(NC(=O)CSC(=S)N2CCN(C)CC2)C1c1ccccc1 (configuration not stated) | 2 | 5 | -2 | -3.3 | -3 | 27 | 35 | -3 | 4 | -27
CCOC(=S)N/C(=N\S(=O)(=O)c1ccccc1)c1ccccc1 | -4 | -8 | 3 | -0.6 | 0 | 0 | 0 | -5 | 0 | 0
COC(=O)Cn1nnc2c(cnn2-c2ccccc2)c1=O | -2 | -10 | 2 | 0.1 | 0 | 8 | 0 | -10 | 32 | -8
C=CCN1C=CC=C/C1=C1\SC(=S)N(C)C1=O | . | -10 | . | 0.8 | -4 | -4 | -36 | . | 2 | 4
COc1ccccc1-c1nnc(SCC(=O)Nc2c(Cl)cccc2Cl)o1 | -2 | -17 | -7 | 0.4 | -3 | -23 | 4 | 2 | . | 23
C/C(=N\NC(=O)c1cc(Br)ccc1O)c1cccs1 | 7 | 8 | 1 | 0.1 | -5 | 12 | -8 | 1 | -1 | -12
CN(C)c1ccc(C(=S)N2CCCCC2)cc1Br | 2 | -10 | 0 | -0.2 | -3 | -12 | -8 | 1 | 26 | 12
C=C(C)CSc1nnc2n(N)c(=O)c3ccccc3n12 | -2 | -11 | -2 | -1.0 | -3 | -9 | 5 | 4 | 1 | 9
COc1cccc(C(=O)CN2CCC(NC(=O)NC3CCCCC3)CC2)c1 | -11 | -6 | 2 | 0.6 | -1 | 7 | 8 | -5 | 0 | -7
Cc1ccccc1NC(=O)C1CCCN1S(=O)(=O)c1ccccc1C(F)(F)F (configuration not stated) | -4 | -18 | -2 | -0.5 | -1 | -13 | -15 | 7 | -2 | 13
O=C1CC(c2ccc(F)cc2)CC(O)=C1C1NCCc2ccccc21 (configuration not stated) | -4 | -12 | 0 | -0.9 | 0 | 27 | 4 | -1 | -1 | -27
Cc1cc(C)nc(NS(=O)(=O)c2ccc(N/C=C3\CCCC3=O)cc2)n1 | 2 | 5 | -2 | -0.5 | 1 | -6 | 1 | 0 | 0 | 6
CCOc1ccc(S(=O)(=O)N2CCC(C(=O)NCCc3ccc(OC)c(OC)c3)CC2)cc1 | -6 | -19 | 1 | 1.1 | -1 | -46 | -20 | -7 | 2 | 46
Cc1cccc(N2CCN(C(=O)[C@H](C)N3C(=O)C4CC=CCC4C3=O)CC2)c1C (some centres not stated) | 8 | 2 | -1 | -0.3 | -1 | -45 | -5 | 2 | -1 | 45
CCn1cc(/C=C(\NC(=O)c2cc(OC)c(OC)c(OC)c2)C(=O)N2CCN(C)CC2)c2ccccc21 | -11 | -8 | -1 | -3.7 | 0 | 10 | -5 | 1 | 5 | -10
O=C(/C=C/c1ccc(Cl)cc1Cl)NC(=S)Nc1ccc(CN2CCOCC2)cc1 | 4 | 4 | -2 | 1.9 | -2 | -42 | 34 | -6 | 0 | 42
CC(C)c1ccc(-c2nc(N3CCCCCC3)nc3n[nH]c(N)c23)cc1 | -19 | -11 | 2 | -0.1 | -3 | -90 | -8 | -2 | . | 90*
CC1CCCCC12NC(=O)N(CC(=O)N1CCN(S(=O)(=O)/C=C/c3ccccc3)CC1)C2=O (configuration not stated) | -7 | -8 | 1 | 3.2 | 0 | -4 | -1 | -10 | -3 | 4
Cn1ccc(=S)c2ccccc21 | -6 | 1 | -1 | 0.2 | -1 | 28 | 36 | -3 | 6 | -28

Arranged by formula weight (lowest first): some entries from above.
SMILES | RTF Ca sens inh | PvdQ inh | DAGLB inhibitor | C-LANA FP | Keap1-Nrf2 PPI | SR-BI DiI-HDL act | Arr AP2 block | PKA-R2B activ | NSD2 inh | SR-BI DiI inh
CN(C)c1ccc(C(=S)N2CCCCC2)cc1Br | 2 | -10 | 0 | -0.2 | -3 | -12 | -8 | 1 | 26 | 12
Cc1cc(Cl)ccc1OCC(=O)NCCCCc1ccccc1 | -4 | 5 | -15 | 0.9 | 2 | 34 | 10 | -3 | -5 | -34
CCn1cc(/C=C(\NC(=O)c2cc(OC)c(OC)c(OC)c2)C(=O)N2CCN(C)CC2)c2ccccc21 | -11 | -8 | -1 | -3.7 | 0 | 10 | -5 | 1 | 5 | -10

More records.
SMILES | RTF Ca sens inh | PvdQ inh | DAGLB inhibitor | C-LANA FP | Keap1-Nrf2 PPI | SR-BI DiI-HDL act | Arr AP2 block | PKA-R2B activ | NSD2 inh | SR-BI DiI inh
O=C(COc1ccc(Cl)cc1Cl)Nc1nc2n(n1)C(c1ccccc1)CC(=O)N2 (configuration not stated) | -38 | -7 | -17 | 0.3 | -1 | -12 | 13 | -3 | 3 | 12
O=C(OCC#CCSc1nnc(-c2ccc([N+](=O)[O-])cc2)o1)c1cccs1 | -4 | -14 | -3 | 0.7 | -4 | 10 | 6 | 0 | -1 | -10
COc1ccc(F)c(C2C(C#N)=C(N)Oc3n[nH]c(C(C)(C)C)c32)c1 (configuration not stated) | -4 | -14 | 1 | 0.0 | -2 | -11 | 3 | -23 | 5 | 11
Oc1[nH]c2ccccc2c1N=Nc1ccccc1Cl | -89 | -6 | -4 | -2.9 | 1 | 9 | 9 | 5 | . | -9
O=C(CSc1nnc2ccc(-c3cccnc3)nn12)Nc1ccccc1 | -4 | -3 | 0 | -0.8 | 5 | 9 | -3 | -2 | -1 | -9
CC(=O)Nc1ccc(Nc2cc(C)nc3c(-c4ccc(Cl)cc4)c(C)nn23)cc1 | -1 | 14 | 2 | 1.4 | -5 | -45 | 5 | -5 | 0 | 45
CN1CCN(C(=O)c2ccc3c(c2)NC(=O)/C(=C/c2ccccc2)S3)CC1 | -8 | -4 | 0 | -1.4 | -1 | 9 | -7 | 1 | 11 | -9
COC(=O)Nc1nnc(-c2ccncc2)s1 | 2 | 0 | 0 | -1.8 | -2 | 0 | 15 | -5 | -5 | 0
CCOc1ccc(NC(=S)N(CCc2c(C)[nH]c3ccc(C)cc23)Cc2cccnc2)cc1 | -6 | 3 | 3 | 0.7 | -1 | -20 | 40 | 10 | . | 20
CCN1CCCC1CNC(=O)Cn1cccc1C(=O)c1ccccc1C (configuration not stated) | 5 | 1 | 0 | 0.4 | 1 | -17 | 4 | -3 | 7 | 17
COc1ccc(-n2c(=S)[nH]c3ccccc32)cc1 | 2 | -10 | 0 | -1.1 | -4 | 24 | -2 | 1 | 4 | -24
O=C(c1ccccc1F)N(Cc1ccccc1)Cc1ccccc1 | 5 | 5 | -4 | 2.1 | 1 | -3 | 35 | -2 | -3 | 3
O=C1CN(C(=O)c2ccccc2)C(c2ccccc2)c2cc(Cl)ccc2N1 (configuration not stated) | 0 | 11 | -1 | -2.0 | -4 | 19 | 14 | -10 | 3 | -19
CCOc1ccc(CNC(=O)c2ccc3nc(N4CCOCC4)sc3c2)cc1 | -4 | -16 | -4 | -0.4 | 2 | -5 | -1 | -3 | . | 5
Cc1ccc(NC(=O)CSc2nnc(CNC(=O)c3cccs3)o2)cc1 | -2 | -13 | -1 | -1.3 | -4 | 7 | 1 | -2 | 1 | -7
CCC(NS(=O)(=O)c1ccc2c(c1)NC(=O)C(C)C(=O)N2)c1cccs1 (configuration not stated) | -4 | -2 | 1 | 0.5 | -1 | 14 | -3 | 0 | . | -14
Clc1ccc(-c2nnc(-c3ccccc3)o2)cn1 | -8 | -12 | -2 | -1.5 | -4 | -36 | 8 | -2 | 4 | 36

Assay outcomes as filed in PubChem BioAssay.

Random draw from the library; overall some 2.1% were active at least once.
